# From PubChem BioAssay
# LYP phosphatase: inhibitors of LYP phosphatase, biochemical, fluorescence intensity, uHTS (AID 1779); one-dose inhibition, % at 11.5 µM; IC50 in µM for titrated hits; 290,000 tested, 0.054% active; recombinant LYP phosphatase, fluorescence intensity; higher % means a stronger effect; in the data active means inhibition above about 50%;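 further: plate controls were vehicle with enzyme for no effect and no enzyme for full effect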
# GPR35 antagonists: GPR35 antagonists blocking zaprinast-driven arrestin recruitment, primary screen, imaging, U2OS, beta-arrestin-GFP, zaprinast agonist (AID 2058); U2OS GPR35 beta-arrestin-GFP translocation imaging, zaprinast antagonism; higher % means a stronger effect; inhibition, % at 10 µM; hits with a dose series show IC50 in µM; 290,000 tested, 0.052% active;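 active means inhibition of at least 50% with at least 30 cells and total cytoplasm GFP at most 10,000,000; inconclusive means under 30 cells or total GFP of 10,000,000 plus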
# Rac1 GTP hydrolysis: MgcRacGAP GTPase-activating activity inhibitors, confirmation, biochemical, ADP Hunter fluorescence | MgcRacGAP-stimulated Rac1 GTP hydrolysis, ADP Hunter fluorescence; higher % means a stronger effect; GST-tagged Rac1 F28L mutant substrate | inhibition, % at 30 µM, or IC50 in µM where a hit was titrated | 340,000 tested, 0.6% active;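 active means first-screen hits whose inhibition reached a set limit at any dose in the follow-up dose series; inconclusive means inhibition above the set first-screen limit but never retested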;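 further: fluorescence reports GDP produced by GAP-driven GTP hydrolysis; strong numbers were not always called active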
# GPR55 LPI antagonism: GPR55 antagonists blocking LPI-driven arrestin recruitment, primary screen, imaging, U2OS, beta-arrestin-GFP, LPI agonist (AID 2013); U2OS GPR55 beta-arrestin-GFP translocation imaging, LPI antagonism; higher % means a stronger effect; one-dose inhibition, % at 10 µM; IC50 in µM for titrated hits; 290,000 tested, 0.13% active;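 active means spots per cell inhibited over 60%, with over 100 cells counted and total cytoplasm intensity under 500,000; inconclusive means wells with under 100 cells, flagged as likely toxic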;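 further: U2OS cells stably carrying GPR55 and arrestin-GFP stimulated by 5 µM LPI near EC80; imaged beta-arrestin-GFP aggregate spots per cell after agonist stimulation; plate controls were LPI-stimulated DMSO wells for no effect and DMSO wells without LPI for full effect; some results filed as inactive read as strong as hits; confirmed hits need IC50 under 10 µM and bright autofluorescent wells are also inconclusive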
# SV40 large T antigen: SV40 large T antigen inhibitors, biochemical (AID 1903); SV40 large T antigen ATPase/helicase inhibition assay; higher % means a stronger effect; one-dose inhibition, % at 20 µM; IC50 in µM for titrated hits; 310,000 tested, 0.39% active; in the data active means a potency from the dose series; inconclusive means inhibition mostly from about 32% at the one dose, without a potency; inactive means the rest, 99 in 100 with inhibition below about 32%; further: strong numbers were not always called active
# NTR1 agonist: NTR1-driven beta-arrestin-GFP spot formation – imaging, U2OS cells, high content, primary screen (AID 493036); P30989; agonist mode; activation, % at 20 µM; 330,000 tested, 0.17% active;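 active means activation at or above 40% of the spot to cytoplasm intensity ratio, with at least 20 cells analyzed; inconclusive means wells under 20 cells, flagged as cytotoxic or low count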;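 further: 0% = DMSO without peptide and 100% = 100 nM NTR1 peptide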
# Target sequence (P30989 whole entry, looked up): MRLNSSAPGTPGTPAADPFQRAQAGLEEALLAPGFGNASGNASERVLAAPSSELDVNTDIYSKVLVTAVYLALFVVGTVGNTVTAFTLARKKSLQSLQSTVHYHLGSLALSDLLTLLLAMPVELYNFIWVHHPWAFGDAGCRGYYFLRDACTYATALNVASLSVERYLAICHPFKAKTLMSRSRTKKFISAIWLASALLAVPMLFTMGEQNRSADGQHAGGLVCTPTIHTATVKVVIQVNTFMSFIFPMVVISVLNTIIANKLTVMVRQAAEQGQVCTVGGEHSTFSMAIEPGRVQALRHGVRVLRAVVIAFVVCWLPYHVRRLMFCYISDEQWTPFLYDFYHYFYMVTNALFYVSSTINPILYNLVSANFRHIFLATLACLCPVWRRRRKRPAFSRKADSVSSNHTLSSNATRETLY
# Lipid droplet: modulators of hepatic lipid droplet formation; AML12 mouse hepatocytes, oleate lipid droplets, BODIPY imaging; inhibition, % at 6.5 µM; 240,000 tested, 0.4% active; AID 1656;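 active means lipid droplet intensity inhibited by at least 50%, with more than 500 cells counted; inconclusive means wells with under 300 cells, treated as cytotoxic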
#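 Test system: AML12 mouse liver cells; schedule: overnight exposure; technique: high-content imaging of BODIPY-stained droplets and DAPI nuclei; read-out: % inhibition of corrected integrated BODIPY droplet signal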
# GPR55 activation: GPR55 agonists via beta-arrestin recruitment, primary screen, imaging, U2OS cells, beta-arrestin-GFP redistribution (AID 1961); 290,000 tested, 0.048% active; U2OS GPR55 beta-arrestin-GFP redistribution imaging; higher % means a stronger effect; activation, % at 10 µM; hits with a dose series show EC50 in µM;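 active means activation above 40% with more than 50 cells counted in the well; inconclusive means wells holding fewer than 50 cells, flagged as toxic or sparse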;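 further: U2OS osteosarcoma cells stably expressing GPR55 and beta-arrestin-GFP; plate controls were DMSO negative control for no effect and LPI positive control for full effect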
# T cell modulator: modulates CD8 T cell binding to vesicles. 2C CD8+ T cell-vesicle binding, flow cytometry; stronger effect = lower value. calls only at 7 µM. 330,000 tested, 0.068% active. AID 2052;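 active means response, share of CD8 T cells binding vesicles, and their 90th percentile fluorescence all below set limits, cut at about 80% in these data, passing the limit was not always enough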
#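 System: murine 2C transgenic CD8+ T lymphocytes; also added: QL9-loaded Drosophila micro-vesicles; times: binding 1.5 h at 37 °C; measured by: flow cytometry, PE anti-B7-1 (FL2) versus Alexa647 anti-CD8 (FL8), PFA-fixed; control set: Peptide-free naked vesicles (low) and QL9 vesicles with 0.7% DMSO vehicle (high)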
# Lipid droplet cells 6.5 µM: further read-out of Lipid droplet, marked with its call; cell count; measured here: cell count, cytotoxicity flag;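 cells counted across two imaged fields per well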
# T cell modulator vesicle-bound %: second read-out of T cell modulator, no call of its own (marks repeat the call); double positive events, %; measured here: CD8+ vesicle-bound cell fraction;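 binding gate set so that unloaded-vesicle control wells show 10% double positive cells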
# NTR1 agonist cell count 20 µM: also measured in NTR1 agonist; calls as there; cell count; measured here: cell count, cytotoxicity flag
# The depositor's hits bear a star; i = inactive; ? = inconclusive; · = no result given.
SMILES	LYP phosphatase	GPR35 antagonists	Rac1 GTP hydrolysis	GPR55 LPI antagonism	SV40 large T antigen	NTR1 agonist	NTR1 agonist cell count 20 µM	Lipid droplet	Lipid droplet cells 6.5 µM	GPR55 activation	T cell modulator	T cell modulator vesicle-bound %
Cc1ccc(C2=NN(C(=O)CSc3nc(N)cc(N)n3)C(c3ccco3)C2)cc1 (stereo not given)	0%	-13%	12%	-7%	5%	1.8	79	17	747	0.1%	i	55
CC(CNCc1ccc2c(c1)OCO2)NCc1ccc2c(c1)OCO2 (stereo not given)	-7%	7%	1%	16%	-3%	-2.2	96	·	·	-0.2%	i	11
Cc1ccc(-c2cnc(C3CC3)o2)cc1S(=O)(=O)Nc1ccccc1	-8%	18%	6%	10%	7%	0.8	66	-14	669	0.3%	i	6
CCCCSc1nc(C)cc(SCC(=O)N/N=C/c2ccccc2)n1	-4%	-7%	6%	1%	6%	33	27	-22	682	-0.4%	i	8
CN(C#N)c1nccc(-c2cccs2)n1	0%	-2%	11%	20%	7%	2.9	84	·	·	-0.3%	i	62
COc1ccc(C(=O)c2ccc(N3CCOCC3)cc2)c(OC)c1	-8%	-2%	7%	-2%	-3%	-1.6	65	·	·	0.0%	i	35
CC(C)(C)C(=O)/C=c1\s/c(=C\c2ccc(-c3ccc([N+](=O)[O-])cc3)o2)c(=O)n1CC(=O)NC(N)=O	-2%	?	3%	?	7%	-3.4	60	-8	663	-0.2%	i	64
CCC(Oc1ccccc1)C(=O)Nc1ccc(S(=O)(=O)Nc2cc(C)on2)cc1 (stereo not given)	-10%	9%	3%	42%	4%	-1.7	34	0	732	0.0%	i	38
O=C(O)CSCc1nc2cccnc2n1C1CCCCC1	-8%	-3%	-2%	-6%	14%	0.0	96	19	830	-0.3%	·	·
O=C(Nc1cccc(S(=O)(=O)C(F)F)c1)c1ccc(S(=O)(=O)N2CCCC2)cc1	-6%	8%	-7%	19%	1%	0.8	32	22	601	0.6%	i	51
CCOC(=O)C1C(=O)C=C(C)C(C(=O)OCC)C1c1ccc(OC)cc1 (stereo not given)	-5%	2%	8%	4%	2%	3.5	51	·	·	0.0%	i	13
Cc1ccc(C2=NOC(=O)/C2=C\c2ccc(C)o2)cc1	4%	-11%	45µM*	10%	78µM*	28	49	4	773	-0.1%	i	29
COC(=O)c1oc2ccc(OC)cc2c1N	5%	16%	1%	2%	5%	-1.5	81	-9	753	-0.5%	i	48
COc1ccc(OC)c2sc(NC(=O)C(C)C)nc12	-6%	2%	-1%	6%	9%	3.2	61	-1	676	0.2%	i	28
COC(=O)[C@@]1(Cc2ccc(F)cc2)[C@H]2c3cc(C(=O)N4CCCC4)n(CCCNc4ncc(C(F)(F)F)cc4Cl)c3C[C@H]2CN1C(=O)c1ccccc1	-3%	-10%	1%	-9%	18%	9.9	88	13	773	0.2%	i	47
Cc1nnc(C)n1/N=C/c1cc(Br)cc(Br)c1O	-10%	-20%	14%	6%	0%	-0.5	39	2	740	0.3%	i	58
O=C(COc1ccc(Br)cc1Br)NC1CCCC1	-5%	-11%	-2%	4%	6%	3.4	36	5	711	-0.6%	i	18
CCOc1ccc(NC(=O)C[n+]2ccccc2)cc1	-12%	-7%	7%	-9%	4%	-1.6	60	-1	698	-0.4%	i	34
COc1ccc(/C=C/C(=O)NC(=S)NNC(=O)c2cccs2)cc1	-5%	-9%	8%	-21%	11%	-1.0	45	0	676	0.8%	i	19
C=CCc1ccc(OCCCCN2CCC(C)CC2)c(OC)c1	-7%	3%	18%	1%	-3%	0.6	83	-41	629	-0.1%	i	38
Cc1nc2sc(C(c3ccc(C(C)C)cc3)N3CCN(CCO)CC3)c(O)n2n1 (stereo not given)	-2%	-10%	2%	-2%	5%	0.0	59	14	586	-0.1%	i	16
O=C(O)c1ccccc1N(Cc1ccccc1)C(=O)COc1ccccc1	-3%	16%	-14%	4%	16%	2.0	57	19	724	-0.1%	i	0
O=C(NCc1cccnc1)/C(=C/c1ccco1)NC(=O)c1ccccc1	1%	0%	5%	13%	13%	-0.5	84	·	·	0.3%	i	17
CN(C(=O)c1ccc2c(c1)CCN2S(C)(=O)=O)c1ccccc1	-4%	-7%	1%	-5%	0%	-0.2	33	-11	728	-0.1%	i	33
Cc1ccc(S(=O)(=O)N2CCCC2C(=O)OCc2ccccc2)cc1 (stereo not given)	-1%	-6%	-6%	14%	7%	2.3	42	-29	658	1.8%	i	44
COc1ccc(NS(=O)(=O)c2ccc(NC(=O)C3CCCO3)cc2)cc1 (stereo not given)	2%	2%	14%	22%	7%	-1.7	103	-5	724	0.0%	i	32
Cc1ccc(O)c(NC(=S)NC(=O)C(C)C)c1	-4%	-6%	13%	2%	27%	-0.9	65	-13	738	0.2%	i	12
COC(=O)/C(=C/c1c[nH]c2ccccc12)NC(C)=O	-2%	-11%	15%	13%	7%	2.1	81	-6	619	-0.3%	i	46
C=CCN1C(=O)CSC1=Nc1cccc(O)c1	1%	-2%	4%	-3%	7%	-0.4	80	-9	702	-0.1%	i	15
O=C(O)c1cncc(Br)c1	-2%	3%	3%	5%	5%	1.4	102	16	819	-0.1%	i	64
Cc1ccc(S(=O)(=O)N2CC(O)CC2C(=O)Nc2ccc3c(c2)CCC3)cc1 (stereo not given)	-1%	9%	9%	10%	7%	-0.6	55	2	764	-0.1%	i	32
Cc1cc(C)cc(N(CCC(=O)O)S(=O)(=O)c2ccc3ccccc3c2)c1	3%	16%	-3%	-18%	5%	3.5	55	-2	742	0.4%	i	36
C=CCOC(=O)CCCC(=O)NC1CCCCC1	-1%	1%	-2%	-4%	0%	-0.5	58	5	697	-0.5%	i	5
S=C(Nc1ccc(Cl)cc1)NN1CCOCC1	2%	6%	-2%	12%	7%	-1.2	48	-26	690	0.2%	i	35
OC(CN1CCN(Cc2ccccc2)CC1)c1ccc(Br)cc1 (stereo not given)	·	·	5%	·	0%	0.2	45	·	·	·	i	27
CCOC(=O)c1cc(NC(=O)CC(C)(C)CC(=O)O)ccc1N1CCCCC1	-6%	4%	4%	4%	4%	-0.4	60	-1	736	-0.2%	i	31
COc1ccc(OC)c(NC(=O)Cn2cnc3c(cnn3-c3ccccc3)c2=O)c1	-7%	-16%	16%	-4%	7%	10	85	-1	772	-0.4%	i	50
COc1ccccc1NC(=O)CNC(=O)Cn1c(C)cc2ccccc2c1=O	-2%	5%	-3%	0%	-4%	3.2	34	4	830	-0.2%	i	42
COc1ccc(CNC(=S)N2CCN(Cc3ccccc3)CC2)cc1	-9%	7%	?	2%	5%	-0.8	59	4	631	0.4%	i	19
Nn1c(SCC(=O)NC2CCCCC2)nnc1C1CC1	-6%	11%	5%	5%	12%	-0.6	92	-10	612	-0.1%	i	19

# Some of these compounds in order of their number in SV40 large T antigen, largest number first:
SMILES	SV40 large T antigen
Cc1ccc(O)c(NC(=S)NC(=O)C(C)C)c1	27%
Cc1nc2sc(C(c3ccc(C(C)C)cc3)N3CCN(CCO)CC3)c(O)n2n1 (stereo not given)	5%
C=CCOC(=O)CCCC(=O)NC1CCCCC1	0%

# The results go on.
SMILES	LYP phosphatase	GPR35 antagonists	Rac1 GTP hydrolysis	GPR55 LPI antagonism	SV40 large T antigen	NTR1 agonist	NTR1 agonist cell count 20 µM	Lipid droplet	Lipid droplet cells 6.5 µM	GPR55 activation	T cell modulator	T cell modulator vesicle-bound %
COc1ccc(NC(=O)Nc2cc(NC(=O)Nc3ccc(OC)cc3)c(C)nc2C)cc1	-11%	-7%	5%	-2%	-4%	2.1	62	6	600	0.1%	i	16
O=[N+]([O-])c1ccc(NCCCO)c(C(F)(F)F)c1	-9%	14%	12%	7%	17%	-2.3	57	3	709	-0.2%	i	22
COc1ccc(CCNC(=O)c2cc(S(=O)(=O)N(C)C)ccc2N2CCCC2)cc1OC	-7%	1%	6%	11%	2%	2.0	45	-20	835	0.3%	i	11
CCN(CC)S(=O)(=O)c1ccc(N2CCOCC2)c(NC(=O)C(=O)c2c(-c3ccccc3)cc3ccccn23)c1	2%	8%	7%	-6%	14%	7.1	73	-6	826	0.0%	i	27
COc1ccc(Cc2nnc(NC(=O)C3CC(=O)N(c4ccc(OC)cc4)C3)s2)cc1 (stereo not given)	-8%	-13%	6%	-5%	9%	1.5	46	-2	799	-0.1%	i	24
Cc1ccc(/C=N/N2CCN(Cc3cccc4ccccc34)CC2)o1	-10%	5%	7%	0%	15%	5.4	42	15	677	0.2%	i	58
O=C1NCCCC1C(=O)NCCN1C(=O)CCC1=O (stereo not given)	3%	-16%	4%	5%	7%	0.4	50	·	·	-0.2%	i	27
CCOc1ccccc1C(=O)N[C@H](C(=O)OCc1cc([N+](=O)[O-])cc2c1OCOC2)C(C)C	0%	24%	4%	6%	25%	4.3	61	-38	670	-0.3%	i	1
NS(=O)(=O)c1ccc(-c2ccc(/C=C3\C(=O)Nc4cc(Cl)ccc43)o2)cc1	2%	28%	6%	-7%	-8%	·	·	-41	468	-0.1%	·	·
Cn1c(CC(=O)Nc2ccc(Cl)c(Cl)c2)nnc1SCC(=O)NCc1ccccc1	0%	-11%	7%	1%	8%	1.0	74	-13	623	1.0%	i	38
CCOc1ccc(N(CC(=O)Nc2ccc(C)cc2)S(C)(=O)=O)cc1	-6%	-4%	8%	-3%	4%	-1.5	39	2	838	0.2%	i	64
CN1C(=O)[C@@H]2[C@@H]3C[C@@H]([C@H]4ON=C(c5ccccc5OCC#N)[C@@H]34)[C@@H]2C1=O	-7%	-1%	-4%	5%	7%	0.3	49	20	697	-0.2%	i	9
CSc1ccccc1N1CCN(C(=O)Nc2ccc3c(c2)NC(=O)CO3)CC1	-4%	5%	8%	-3%	22%	1.5	91	·	·	-0.1%	i	46
